Screens from PubChem.
HT1080-NT tox = kills 2HG-producing HT-1080-NT fibrosarcoma cells. HT-1080-NT fibrosarcoma viability, CellTiter-Glo ATP luminescence, 48 h. Potency, µM (doses to about 46.1 µM), inactives show at the top dose activity, negative = less viability, hits mostly cytotoxic. hit rate 1.6% among 360,000. AID 686970;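 also: NT is the 2HG producing partner of a matched IDH1 knockdown line; potency is read from the fitted curve at half-maximal effect; 0% = DMSO-treated cells and -100% = media-only wells without cells; nearly all actives have a fitted effect of over 55% in size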
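Toxicity toward the 2HG-producing NT line was scored as %Activity, normalised to DMSO and no-cell wells, from CellTiter-Glo luminescence after 48 hours' treatment.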
MCF10A rereplic = induces DNA re-replication in MCF 10a normal breast cells; MCF 10A DNA re-replication, Hoechst nuclear intensity, 48 h; Potency, µM (top dose mostly 46.1 µM), without a hit: top-dose activity, positive = re-replication, actives largely listed as activators; hit rate 2.9% among 350,000; AID 624296; also: potency is read from the fitted curve at half-maximal effect; % of control where 0% means no effect; nearly all actives have a fitted effect of over 50% in size
ATXN viability = cell viability loss in ATXN counter-screen; S2 cells (HEK-293 line with an ATXN2-luciferase reporter) viability, CellTiter-Fluor protease fluorescence, 24 h; Potency, µM (highest dose often 56.7 µM), actives largely listed as cytotoxic; hit rate 0.49% among 400,000; AID 651635; also: potency is read from the fitted curve at half-maximal effect; nearly all actives have a fitted effect of over 40% in size
SW480 rereplic = DNA re-replication induction in SW480 cells. SW480 DNA re-replication, Hoechst DNA content imaging, 48 h. Potency, µM (top dose mostly 46.1 µM), for the others: top-dose re-replication activation, actives largely listed as activators. hit rate 1.8% among 340,000. AID 624297; also: potency is read from the fitted curve at half-maximal effect; % of control where 0% means no effect; nearly all actives have a fitted effect of over 55% in size
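Image-based DNA-content assay: after two days of treatment, nuclei were labelled with the DNA dye Hoechst and imaged, and hits were compounds raising the count of nuclei showing high fluorescence intensity.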
ATXN2 expr inh = reduces ATXN2 reporter expression in HEK-293 cells; HEK-293 ATXN2-luciferase reporter, luminescence, 24 h; Potency, µM (top dose mostly 57 µM), for the others: top-dose activity change, negative = inhibition, most hits filed as inhibitors; AID 1745845; hit rate 0.72% among 360,000; also: potency is read from the fitted curve at half-maximal effect; % is scaled to controls: 0 for no effect and ±100 for the full control effect; nearly all actives have a fitted effect of over 55% in size
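ATXN2-luciferase reporter cells (luciferase flanked by upstream and downstream ATXN2 gene portions) were treated 24 h at 37 °C with compounds at up to 57 uM. SteadyGlo luminescence gave expression; GF-AFC fluorescence gave viability.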
KB-3-1 tox = kills parental KB-3-1 adenocarcinoma cells; KB-3-1 viability, CellTiter-Glo ATP luminescence, 72 h; Potency, µM (titrated, usually from 46.1 µM), without a hit: top-dose activity change, negative = cytotoxic, most hits filed as cytotoxic; hit rate 1.4% among 400,000; AID 1347075; also: potency is read from the fitted curve at half-maximal effect; % is scaled to controls: 0 for no effect and ±100 for the full control effect; nearly all actives have a fitted effect of over 60% in size
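Viability of parental KB-3-1 cells, measured by CellTiter-Glo luminescence, followed a 72 h incubation at 37 °C with pinned compounds in phenol-red-free DMEM containing 10% FBS.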
IL1B secr inh = blocks inflammasome-driven IL-1 beta release. THP-1 LPS/ATP IL-1B secretion, AlphaLISA, 16 h; stronger effect = lower value. AID 743279. activity change, % at 57.5 µM. hit rate 4.7% among 360,000; in the data active = activity change below about -50%; inconclusive = mostly about -30% to -49%; also: % is scaled to controls: 0 for no effect and ±100 for the full control effect
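THP-1 cells pretreated 1 hr with compounds (up to 57.5 uM final), then stimulated with LPS (250 ng/mL final) plus ATP (1.25 mM final); secreted IL-1B measured by AlphaLISA after 16 hr, decreased signal indicating inhibition.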
HT1080 IDH1KD tx = kills HT-1080 cells with IDH1 knockdown | hit rate 2% among 360,000 | HT-1080 IDH1 knockdown viability, ATP luminescence, 48 h | AID 686971 | Potency, µM (top dose mostly 46.1 µM), inactives show at the top dose activity, negative = toxicity, most hits filed as cytotoxic;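 also: potency is read from the fitted curve at half-maximal effect; 0% = DMSO wells and -100% = cell-free medium wells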
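Viability of IDH1-knockdown HT-1080 fibrosarcoma cells was assessed by CellTiter-Glo after 48 h at 37 °C with titrated compound; concentration-effect curves were classified by fit quality and response size.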
HepG2 viability = counter-screen for TGF-b inhibitors: cytotoxicity in HepG2 cells; Potency, µM (doses to about 46.1 µM), inactives show top-dose activity change, negative = cytotoxicity, hits mostly cytotoxic; hit rate 0.76% among 410,000; HepG2 CAGA-GFP viability, ATP luminescence, 18 h; AID 588856; also: potency is read from the fitted curve at half-maximal effect; some results filed as inactive show a strong effect at the top dose
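CellTiter-Glo luminescence gave cytotoxicity after 18 hours at 37 degrees C. The cells were HepG2 CAGA-GFP in 1% FBS DMEM, stimulated with 500 pg/mL TGF-beta after compound addition. %Activity was normalised to no-cell wells (complete cell-killing) and DMSO (no toxicity), and curves were fitted and classified.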
Starred values were filed as active, the others as inactive; i = inactive; ? = inconclusive; / = no result given; [ ] = remark or other dose. Unless noted, calls follow the shape of the dose curve; as a rule, active = well fitted curve in the direction sought with a large enough effect; inconclusive = small, poorly fitted or top-dose-only effect, or another doubt; inactive = no such curve, though single readings can be large; an effect the other way counts as inactive or inconclusive.

| structure | HT1080 IDH1KD tx | ATXN2 expr inh | HepG2 viability | IL1B secr inh | SW480 rereplic | MCF10A rereplic | ATXN viability | KB-3-1 tox | HT1080-NT tox |
| --- | --- | --- | --- | --- | --- | --- | --- | --- | --- |
| O=C(Nc1ccccc1)c1cc(Cl)nc2ccccc12 | 5% | 2% | 13% | 36 | -2% | 2% | ? | 4% | 2% |
| Cc1ccc2c(NC(=O)c3ccc(Br)o3)cccc2n1 | 1% | 9% | -1% | 23 | -6% | -3% | i | 4% | 18% |
| CN1CCN(S(=O)(=O)c2ccc(Cl)c(C(F)(F)F)c2)CC1 | 6% | 5% | 7% | 24 | ? | 0% | i | 9% | 3% |
| COCCCNC(=S)N1CCN(C(=O)C(=O)Nc2ccc(C(=O)OC)cc2)CC1 | 19% | 0% | 7% | -25 | -2% | ? | i | 10% | 15% |
| O=C(C1CCCN(Cc2ccccc2F)C1)N1CCCCC1 (stereo not given) | 22% | 1% | -17% | 23 | -3% | 10% | i | ? | 18% |
| N#C/C(=C\Nc1ccc2cn[nH]c2c1)c1nc(-c2ccccc2)cs1 | ? | -22% | -14% | 15 | 3% | 16µM* | i | -4% | ? |
| CCOc1ccccc1NC(=O)C1CCN(S(C)(=O)=O)CC1 | 5% | 4% | 4% | -2 | -1% | 0% | i | 12% | 1% |
| C=CCSc1ccsc1C(=O)O | 1% | 29% | 0% | ? | -13% | -2% | i | -6% | 1% |
| COc1ccc(CNC(=O)Nc2ccccc2)cc1 | 5% | 46%[activator] | 7% | -22 | 17% | 1% | i | -5% | 1% |
| Cc1ccc(NC(=O)CSc2nnc(Cc3cccn3C)n2-c2ccc(F)cc2)c(C)c1 | 0% | 0% | -4% | 0 | 4% | 0% | i | -2% | -2% |
| Cc1cccc(-n2nc(C)c3c(C(=O)O)cc(-c4cccs4)nc32)c1 | -17% | -25% | -21% | 0 | 0% | ? | i | 13% | -15% |
| O=C(Cc1ccc(F)cc1)Nc1nc(-c2ccc(F)c(F)c2)cs1 | -18% | -26% | -39% | ? | 8% | 2% | i | ? | -4% |
| O=C(NCc1cccs1)C1CCCCC1 | -1% | -2% | 3% | -8 | -4% | 12% | i | -4% | 8% |
| COC(=O)C1CN(S(=O)(=O)c2cc(OC)ccc2OC)CCS1 (stereo not given) | -6% | -11% | 20% | -10 | 3% | 2% | i | -5% | 3% |
| Cc1ccc(S(=O)(=O)CCC(=O)OCC(=O)N2c3ccccc3CC2C)cc1 (stereo not given) | 3% | -2% | 3% | 2 | -3% | 0% | i | 1% | 6% |
| CCOCCCNC(=O)C(c1ccc(Cl)cc1)N(Cc1ccc2c(c1)OCO2)C(=O)c1ccccc1O (stereo not given) | / | -7% | 2% | / | / | / | ? | -17% | / |
| CCCCCC1C(=O)N2C=C(c3ccccc3)c3ccccc3N2C1=O (stereo not given) | 11% | -2% | -2% | -4 | 0% | ? | i | -23% | 5% |
| Cc1ccc(-c2csc3ncnc(SCc4ccc(C(=O)O)cc4)c23)cc1 | -17% | 2% | -11% | 2 | 1% | ? | i | -2% | -4% |
| Cc1cc(C)c(C(=O)/C=C/c2ccc3c(c2)OCO3)c(=O)[nH]1 | 0% | -15% | -3% | -91* | ? | ? | i | ? | 1% |
| O=C(CNC(=O)c1cccs1)OCC(=O)c1ccc(Cl)cc1 | 2% | / | -3% | 24 | -13% | -1% | ? | 5% | -1% |
| CC1(C)CC(=O)C(C=NCCCn2ccnc2)=C(O)C1 | 1% | 1% | -7% | -2 | -12% | 3% | i | 22% | 10% |
| CC(C)CN(CC(C)C)C(=O)Cc1coc2ccc3ccccc3c12 | -25% | -7% | -23% | ? | 16%[9.22 µM] | ? | i | ? | ? |
| COc1ccc(/C=C/C(=O)N/C(=C\c2ccco2)C(=O)NCCc2nc3ccccc3[nH]2)cc1 | -13% | -11% | -40% | 0 | / | 5% | i | 5% | -15% |
| CCCN1CCC(=O)N([C@H](CSc2ccc(OC)cc2)c2ccccc2)CC1 | 2% | 36%[activator] | -15% | 12 | ? | 27% | ? | 2% | 2% |
| O=C(NCc1ccncc1)c1cc(-c2ccc(Cl)cc2)oc1C(F)(F)F | -23% | / | -66% | ? | -9% | 0% | ? | -14% | -12% |
| COc1ccc(OC)c(CN2CCC(N3CCC(C(=O)NC4CC4)CC3)CC2)c1 | 0% | -8% | -2% | -8 | -4% | 14% | i | 14% | -3% |
| COc1ccc(C(=O)O/N=C(\N)Cc2ccc([N+](=O)[O-])cc2)c(OC)c1 | 18µM* | ? | 3% | -11 | -43%[inhibitor] | 23% | ? | -27% | ? |
| CCOC(=O)N/N=C(\c1ccccc1)C(O)c1ccccc1 (stereo not given) | 25% | -13% | -6% | -2 | -5% | 1% | i | 4% | 16% |
| Nc1ccc(C(=O)NC23CC4CC(CC(C4)C2)C3)cc1 | -3% | 6% | -11% | -20 | 1% | -2% | i | 4% | -14% |
| O=C(NCCOCCn1c(=O)oc2ccccc21)Nc1cccc(Cl)c1 | / | ? | -28% | / | / | / | ? | -2% | / |
| CSc1ncc(C(=O)Nc2ccc(F)cc2F)c(-c2ccccc2)n1 | / | 3% | 8% | / | / | / | i | 4% | / |
| CC(C)CN(C(=O)C1CCCC1)C1CCS(=O)(=O)C1 (stereo not given) | 6% | -1% | -25% | -6 | -12% | 1% | i | ? | -4% |
| O=C(NC1CCOCC1)C1CCC(=O)N(Cc2cccc(C(F)(F)F)c2)C1 (stereo not given) | 13% | 2% | -16% | 0 | -31% | 3% | i | -1% | 17% |
| CCOc1ccc(C(F)(F)F)cc1NC(C)=O | -4%[9.24 µM] | -7% | -15% | 4 | -10% | -2% | ? | 0% | 7% |
| CC1(C)COC(c2ccccc2Cl)OC1 | 8% | 1% | 23% | -2 | -8% | -37% | i | 4% | 8% |
| CSc1nc2ccc(NS(=O)(=O)c3ccc(CNC(C)=O)cc3)cc2s1 | -10% | 3% | -19% | 0 | / | / | i | -8% | -10% |
| Cc1c(O)ccc(C(=O)CN2CCN(c3ccc(F)cc3)CC2)c1O | -8% | / | -2% | 23 | 15% | 3% | i | 0% | -1% |
| Nn1cnnc1SCC(=O)N(C1CCCCC1)C1CCCCC1 | 0% | -3% | -5% | 3 | 17% | -23% | i | -8% | 0% |
| CCc1ccccc1NS(=O)(=O)c1ccc2c(c1)CCCN2C(=O)C1CCC1 | / | -29% | -11% | / | / | / | i | ? | / |
| CCOC(=O)Nc1nc(-c2ccccc2)c(C(=O)c2ccccc2)s1 | 0.58µM* | 1% | 8% | 46 | 0.92µM* | 1.2µM* | i | 0.82µM* | 0.58µM* |
| CN(CC(=O)N1CCN(Cc2ccccc2)CC1)S(=O)(=O)c1ccc(F)cc1 | 1% | 10% | -6% | -5 | 0% | 3% | i | 0% | 11% |
| COc1cccc(C2c3c(oc4ccccc4c3=O)C(=O)N2Cc2ccco2)c1 (stereo not given) | 15% | / | -45% | -14 | -6% | 7% | i | 0% | 1% |
| CCn1c(C)nc2cc(S(=O)(=O)Nc3ccc(C)cc3)ccc21 | 2% | 4% | -15% | 27 | -10% | -7% | i | -15% | 7% |
| Cc1cccc(C(=O)OCC(=O)Nc2c(C)n(C)n(-c3ccccc3)c2=O)c1O | 8% | 5% | 4% | 2 | 4% | -8% | i | ? | 6% |
| CCCCNC(=O)CSc1nnc(-c2cccc(S(=O)(=O)N3CCOCC3)c2)o1 | 5% | 7% | -14% | ? | 0% | 6% | i | 6% | 10% |
| C[C@@H](C(=O)NCc1ccc(S(C)(=O)=O)cc1)[C@H]1C[C@]1(C)[C@H](NC(=O)OCc1ccccc1)c1ccccc1 | 1% | -14% | -19% | -9 | ? | 7% | i | -5% | 3% |
| Cc1cccc(C2=N/C(=C\c3cccs3)C(=O)O2)c1 | 12% | 5% | 5% | 19 | -9% | 2% | i | -8% | ? |
| O=C(NNC(=O)c1csc(-c2ccccc2)n1)c1ccccc1 | ? | ? | -10% | 86 | / | / | ? | 0% | ? |
| Cc1ccc(-n2c(C)cc(C(=O)CSc3nnnn3C)c2C)cc1 | -2% | 0% | -36% | ? | -4% | ? | i | -17% | -8% |
| Cc1nnc2c3ccccc3c(-c3ccc(O)cc3)nn12 | 7% | 53%[activator] | 3% | 44 | -8% | 22% | i | ? | 15% |
| Cc1ccc(NC(=O)CSc2nc3c(c(=O)n(C)c(=O)n3C)n2C)cc1 | 14% | -1% | 3% | 25 | -33%[inhibitor] | ? | i | 13% | -9% |
| O=C(C[n+]1ccccc1)N/N=C/c1ccc(Cl)c(Cl)c1 | 2% | -26% | -1% | -8 | -2% | 10% | i | 0% | -1% |
| CS(=O)(=O)c1ccc(C(=O)Nc2ccc(N3CCCC3)cc2)c(Cl)c1 | 0% | -1% | 9% | -1 | -5% | 9% | i | 24% | 0% |
| CCOc1ccccc1OCC(=O)OCC(=O)NNC(=O)c1ccc([N+](=O)[O-])cc1 | 1% | 2% | 11% | 0 | -6% | 1% | ? | -6% | 0% |
| CC1CCCN(C(=O)C2CCN(CC3CC=CCC3)CC2)C1 (stereo not given) | 16% | -4% | 0% | 5 | 1% | -2% | i | -1% | 21% |
| COc1cccc(N2CCC(N3CCN(C)C(CCO)C3)CC2)c1 (stereo not given) | 4% | / | 6% | 11 | -5% | -2% | i | 6% | 9% |
| COC(=O)c1ccc(NC(=O)CN2C(=O)CC(C)S(=O)(=O)c3ccccc32)cc1 (stereo not given) | 16% | 7% | 0% | -4 | -26% | 1% | i | 27% | 17% |
| Cc1cc2oc(=O)cc(C)c2c(=O)o1 | 14% | 7% | 6% | 4 | -5% | -4% | i | 0% | 6% |
